# AmpC no deterg = inhibitors of E. coli AmpC beta-lactamase without detergent | P00811 | AmpC nitrocefin hydrolysis, absorbance 480 nm, 0.0001% Triton | Potency, µM (highest dose often 57.1 µM), without a hit: top-dose activity change, negative = inhibition, usual class: inhibitors | 0.52% of 330,000 active | AID 485341;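 further: potency means the concentration at half of the fitted maximal effect; plate controls were no compound for no effect and no enzyme for full effect; nearly all actives have a fitted effect of over 20% in size; some results filed as inactive show a strong effect at the top dose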
# Target sequence (P00811 whole entry, looked up): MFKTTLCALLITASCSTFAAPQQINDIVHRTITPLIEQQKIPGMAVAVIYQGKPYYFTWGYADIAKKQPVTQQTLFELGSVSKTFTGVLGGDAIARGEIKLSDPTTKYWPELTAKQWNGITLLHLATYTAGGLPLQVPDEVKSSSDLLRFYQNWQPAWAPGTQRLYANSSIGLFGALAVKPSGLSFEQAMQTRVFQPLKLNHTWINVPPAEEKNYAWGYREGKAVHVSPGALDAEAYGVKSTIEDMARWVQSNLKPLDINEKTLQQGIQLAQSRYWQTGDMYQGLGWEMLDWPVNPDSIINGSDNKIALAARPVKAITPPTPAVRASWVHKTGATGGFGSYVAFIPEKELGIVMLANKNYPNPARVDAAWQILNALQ
#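 AmpC (5.3 nM in the dispensed reagent) in 20 mM phosphate pH 7.0 with 0.01% (detergent screen) or 0.0001% Triton X-100 was preincubated with compounds for 15 min at room temperature. Nitrocefin was then added from an 800 uM solution, and hydrolysis was followed at 480 nm.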
# HCMV inh = blocks human cytomegalovirus replication | HFF cells, HCMV-luciferase reporter, 72 h; active compounds read low | activity change, negative = inhibition, % at 57.5 µM | 4.5% of 410,000 active | AID 1259415; in the data active means activity change below about -60%; inconclusive means no clear call, values can overlap the other calls; inactive means above about -39%
#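 Luciferase read-out from HCMV-luciferase-infected HFFs (MOI 1 PFU/cell) 72 h post infection at 37C; compounds added after 16 h cell attachment; activity normalized between buffer-only basal and Salinomycin (10uM) inhibitor controls.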
# FBPA Giardia inh = Giardia lamblia aldolase inhibition; A8B2U2; purified Giardia FBPA; Potency, µM (series often up to 59.6 µM), inactives show at the top dose activity, negative = inhibition, usual class: inhibitors; 0.71% of 290,000 active; AID 2451; further: potency means the concentration at half of the fitted maximal effect; nearly all actives have a fitted effect of over 55% in size
# Target sequence (A8B2U2 whole entry, looked up): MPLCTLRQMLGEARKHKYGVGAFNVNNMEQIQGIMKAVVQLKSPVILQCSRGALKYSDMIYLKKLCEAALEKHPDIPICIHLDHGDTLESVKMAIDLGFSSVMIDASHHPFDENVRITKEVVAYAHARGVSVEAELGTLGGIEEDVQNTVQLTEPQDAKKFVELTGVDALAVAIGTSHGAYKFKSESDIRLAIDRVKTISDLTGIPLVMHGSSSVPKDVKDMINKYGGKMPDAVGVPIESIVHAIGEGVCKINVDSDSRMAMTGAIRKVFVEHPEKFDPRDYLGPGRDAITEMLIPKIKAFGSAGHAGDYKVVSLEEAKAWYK
#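 40 nM FBPA preincubated 10 min at RT with compound (up to 57.5 uM final), then substrate plus GAPDH/TPI/NAD/arsenate coupling and diaphorase/resazurin added. Fluorescence read after 20 min at RT, 525/598 nm.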
# HCV inhibitor = blocks hepatitis C virus | Huh7.5.1 HCVcc-Cre infection, luciferase reporter, 44 h | Potency, µM (top dose mostly 41.8 µM), for inactives: at the highest dose activity change, negative = inhibition, usual class: inhibitors | 3.4% of 340,000 active | AID 651820; further: potency means the concentration at half of the fitted maximal effect
#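 Luciferase read-out (15 sec integration) after a 15 min room-temperature substrate step quantifies HCVcc-Cre infection. Cells, 1,000 per well, had compound added 4 h post-plating, then virus at ~0.5 moi, and were cultured 44 h.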
# AmpC detergent = blocks E. coli AmpC beta-lactamase in detergent assay; 0.041% of 370,000 active; Potency, µM (highest dose often 114 µM), inactives show at the highest dose activity change, negative = inhibition, most hits filed as inhibitors; AID 485294; AmpC hydrolysis of nitrocefin, absorbance 480 nm, 0.01% Triton;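 further: potency means the concentration at half of the fitted maximal effect; 0% = no-compound wells and -100% = no-enzyme wells; nearly all actives have a fitted effect of over 25% in size; some results filed as inactive show a strong effect at the top dose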
#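 AmpC (5.3 nM in the dispensed reagent) in 20 mM phosphate pH 7.0 with 0.01% (detergent screen) or 0.0001% Triton X-100 was preincubated with compounds for 15 min at room temperature. Nitrocefin was then added from an 800 uM solution, and hydrolysis was followed at 480 nm.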
# Sm TGR block = S. mansoni TGR enzyme inhibition | purified TGR, DTNB reduction, TNB absorbance 405 nm | Q962Y6 | 3% of 360,000 active | Potency, µM (series often up to 114 µM), without a hit: top-dose activity change, negative = inhibition, most hits filed as inhibitors; further: potency means the concentration at half of the fitted maximal effect; nearly all actives have a fitted effect of over 60% in size
#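 Kinetic colorimetric format: TGR-catalysed, NADPH-driven DTNB reduction monitored via TNB absorbance. Enzyme dispensed at 20 nM; compound exposure 15 min at room temperature before reaction start.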
# * hit, by the source's call; ? = inconclusive; · = no result given; & = joins results of further samples; [ ] = dose if it differs, or a comment. Unless noted, the call rests on the fitted dose curve; in most records, active means well fitted curve in the direction sought with a large enough effect; inconclusive means small, poorly fitted or top-dose-only effect, or another doubt; inactive means no such curve, though single readings can be large; an effect the other way counts as inactive or inconclusive. Unless noted, on the % scale 0 is the no-effect control and ±100 the full control effect.
# Each structure is followed by: AmpC no deterg	HCMV inh	FBPA Giardia inh	HCV inhibitor	AmpC detergent	Sm TGR block
COc1ccc(NC(=O)COc2ccc3c(c2)CCC3)cc1S(N)(=O)=O
    -8%	-17	·	?	·	·
COc1ccc(NC(=O)COC(=O)CC2CCCCC2)cc1
    -16%	-2	·	9%	-7%	-1%
Cc1ccc(C)c(N2CCN(C(=O)CCCCn3c(=O)[nH]c4ccccc4c3=O)CC2)c1
    19%	-31	7%	?	2%	7%
COc1ccc(C(=O)NCCCCCC(=O)N/N=C/c2ccco2)cc1OC
    -12%	-23	-1%	18%	?	?
Cc1nn(-c2ccccc2)c(C)c1/C=N/N1CCN(c2ccccc2)CC1
    -12%	-17	12%	?	-1%	-9%
CCCN(C(=O)CCc1nc(-c2ccccc2F)no1)c1ccc(CC)cc1
    ·	-11	·	·	7%	-4%
CCN1C(=O)c2ccccc2S(=O)c2ccc(C(=O)N3CCN(c4ccc(F)cc4)CC3)cc21 (centres undefined)
    ·	-4	·	·	-13%	-18%
CC(C)[C@H](NC(N)=O)C(=O)NNC(=O)COc1cccc(C(F)(F)F)c1
    -1%	-27	0%	13%	-11%	-1%
Cc1nc(N2CCCCC2)c2c(C)c(C(=O)Nc3ccccc3C(F)(F)F)sc2n1
    8%	?	-13%	?	-10%	-2%
Cc1ccc(NC(=O)c2c(-c3ccccc3)noc2C)nc1
    -24%	-34	6%	-1%	6%	5%

# Next part, starting with the last 3 of the part before.
# Each structure is followed by: AmpC no deterg	HCMV inh	FBPA Giardia inh	HCV inhibitor	AmpC detergent	Sm TGR block
CC(C)[C@H](NC(N)=O)C(=O)NNC(=O)COc1cccc(C(F)(F)F)c1
    -1%	-27	0%	13%	-11%	-1%
Cc1nc(N2CCCCC2)c2c(C)c(C(=O)Nc3ccccc3C(F)(F)F)sc2n1
    8%	?	-13%	?	-10%	-2%
Cc1ccc(NC(=O)c2c(-c3ccccc3)noc2C)nc1
    -24%	-34	6%	-1%	6%	5%
CCc1cc(=O)oc2c3c(cc(OCC(=O)NCCC(=O)O)c12)OC(C)(C)CC3
    -19%	?	7%	-2%	-5%	6%
COc1ccc(-n2c(SCC(=O)Nc3nccs3)nnc2-c2ccccc2)cc1
    -1%	-39	1%	-17%	4%	-3%
Nc1cccc2c1C(=O)N(Cc1cccc(Cl)c1)C2=O
    -32%	74	0%	14%	-12%	5%
Cc1ccc(S(=O)(=O)N(Cc2ccc(Cl)cc2)c2ccccc2C(=O)O)cc1
    -25%	-9	-10%	36%[activator]	-1%	24%
CCSc1nc(-c2ccccc2)c(-c2ccccc2)n1CC(O)CO (centres undefined)
    17%	0	3%	1%	3%	3%
CCOc1ccc2nc(N(CCCN(C)C)C(=O)c3ccc(S(=O)(=O)N4CCc5ccccc5C4)cc3)sc2c1
    169%[activator]	-5	·	2%	2%	0%
COc1ccc(OC)c(CNC(=O)C2CCN(S(=O)(=O)N3CCCC3)CC2)c1
    4%	27	8%	0%	-1%	79µM*
COc1cccc(Cn2c(NCc3cccnc3)nc3c2c(=O)n(C)c(=O)n3C)c1
    28%	-26	·	5%	?	3%
O=C(COC(=O)Cc1ccc(Cl)c(Cl)c1)Nc1ccc2[nH]c(=O)[nH]c2c1
    -48%	-8	·	38%[activator]	0%	1%
O=C(COc1ccc(F)cc1)OCc1cc(=O)n2nc(-c3cccs3)sc2n1
    ·	6	·	·	4%	-11%
O=C(CN1C(=O)NC(c2ccccc2)(c2ccccc2)C1=O)NCc1ccco1
    -14%	?	·	?	·	·
c1ccc(C[n+]2cccc3c4ccccc4ccc32)cc1
    -11%	-94*	-1%	?	?	-7%
O=C(CSc1nnnn1-c1ccc(C(=O)O)cc1)NC1CC1
    -13%	-5	·	22%	4%	1%
CCN1CCC(=NNC(=O)c2ccco2)CC1
    -1%	9	-17%	6%	-11%	0%
C/C=C(\C)C(=O)OC(C)(C)[C@@H]1Cc2cc3ccc(=O)oc3cc2O1
    -11%	16	·	1%	-1%	0%
CCOC(=O)C(C(=O)Nc1ccccn1)C1CCCCC1 (centres undefined)
    -12%	-11	3%	0%	-5%	-16%
O=C(NCCCc1ccccc1)C(=O)c1c[nH]c2ccccc12
    -18%	21	·	-6%	0%	7%
CC(C)CCc1noc(CN2CCC(C(=O)N3CCOCC3)CC2)n1
    -6%	59	1%	8%	3%	8%
CC1=C(C)C(=O)N(c2ccc(C(=O)O)cc2)C1=O
    -16%	-25	5%	19%	-14%	2%
COc1ccc(Cc2nc(-c3cccnc3)no2)cc1OC
    5%	17	7%	4%	-2%	-18%

# An excerpt from above, reduced to Sm TGR block:
compound	Sm TGR block
CCOc1ccc2nc(N(CCCN(C)C)C(=O)c3ccc(S(=O)(=O)N4CCc5ccccc5C4)cc3)sc2c1	0%
Cc1ccc(S(=O)(=O)N(Cc2ccc(Cl)cc2)c2ccccc2C(=O)O)cc1	24%
O=C(COc1ccc(F)cc1)OCc1cc(=O)n2nc(-c3cccs3)sc2n1	-11%
CCOC(=O)C(C(=O)Nc1ccccn1)C1CCCCC1 (centres undefined)	-16%
Cc1nn(-c2ccccc2)c(C)c1/C=N/N1CCN(c2ccccc2)CC1	-9%

# Next compounds.
# Each structure is followed by: AmpC no deterg	HCMV inh	FBPA Giardia inh	HCV inhibitor	AmpC detergent	Sm TGR block
Cc1ccc(-c2nc(CNC(=O)Nc3ccccc3)c(C)o2)cc1
    ·	-14	·	·	2%	2%
CN(/N=C/c1ccc2c(c1)OCO2)c1ccccc1
    -24%	?	-10%	-13%	?	0%
CCC(=O)N1CCc2cc(S(=O)(=O)CCC(=O)Nc3ccc(C)c(F)c3)ccc21
    -23%	-39	7%	1%	-10%	-20%
CC(=O)c1cccc(NC(=S)NC(=O)c2ccc(C)cc2Cl)c1
    -22%	-13	-5%	17%	3%	?
O=C(NCCC(=O)N(CCc1ccccc1)Cc1ccccc1)c1ccc(Br)cc1
    23%	-10	·	5%	-9%	6%
COc1ccc(C(CC(=O)c2ccccc2)S(=O)(=O)c2ccccc2)cc1 (centres undefined)
    -2%	?	4%	-7%	-2%	-5%
COc1ccc(NC(=S)N2CCNC(=O)C2CC(=O)Nc2cccc(Cl)c2C)cc1 (centres undefined)
    50%	-12	-1%	8%	2%	-8%
O=C(Nc1ccc2cccnc2c1)c1ccc(Br)cc1
    -7%	68	6%	-27%	?	10%
O=C1Nc2ccccc2C(=O)N2C[C@@H](O)C[C@H]12
    -10%	4	9%	10%	-1%	0%
O=C(Nc1ccccc1F)N1CCCC1c1cccnc1 (centres undefined)
    -18%	-20	1%	20%	-14%	8%
CC12CCC(=O)N1C(C(=O)Nc1nc3ccc(F)cc3s1)CS2 (centres undefined)
    -14%	11	·	-20%	5%	-2%
CN(c1nc(-c2ccccc2)cs1)C1CCS(=O)(=O)C1 (centres undefined)
    -12%	58	3%	-7%	?	0%
CCS(=O)(=O)c1nc2ccccc2n1Cc1ccccn1
    -1%	-3	5%	27%	5%	-1%
O=C(Nc1cccc(F)c1)C1CCCN(C(=O)c2ccc(Cl)cc2)C1 (centres undefined)
    -14%	?	·	-27%	-17%	-3%
CCOC(=O)C1=CC[C@]2(C)c3c(c4ccccc4n3C)C(=O)C1N2C
    -10%	-13	·	24%	7%	-26%
N=C1C(c2nc3ccccc3s2)=C(O)CN1NC(=O)c1ccc([N+](=O)[O-])cc1
    -5%	-33	1%	11µM*	-4%	13µM*
Cc1noc(C)c1NC(=O)N(C)C[C@H]1Oc2ccc(NC(=O)Nc3ccccc3)cc2C(=O)N([C@H](C)CO)C[C@@H]1C
    8%	23	·	-1%	·	·
O=S(=O)(NCCNc1nccc(C(F)(F)F)n1)c1ccccc1
    -6%	-14	-6%	7%	3%	-4%
O=C1N(Cc2ccc(F)cc2Cl)c2ccccc2C12OCCCO2
    16%	-32	0%	15%	?	0%
Cc1ccc2c(c1)NC(=O)[C@@]1(C)[C@@H](c3ccccc3)[C@H]3COc4ccc(Cl)cc4[C@@H]3N1C2=O
    -16%	-27	·	?	·	·
CCc1nnc(NS(=O)(=O)c2ccc(NC(=S)Nc3ccc(F)cc3)cc2)s1
    -20%	-25	-25%	34%[activator]	-3%	?
O=C1C=C(Nc2cccc(O)c2)CC(c2ccco2)C1 (centres undefined)
    -19%	32	-6%	0%	?	5%
COCCCNC(=O)c1ccc([N+](=O)[O-])cc1
    8%	0	3%	5%	-3%	-2%
CC(=O)Nc1ccc(NC(=O)COC(=O)Cc2cccs2)cc1
    -27%	-22	1%	11%	4%	0%
Cc1cc(C)c2c(CC(=O)NNC(=O)c3ccccc3)coc2c1
    -29%	3	-5%	-26%	5%	-33%
CC(C)Cn1c(N)c(C(=O)COC(=O)c2ccc(F)cc2)c(=O)n(C)c1=O
    -19%[11.4 µM]	-23	-1%	?	-11%	6%
COc1cccc2nc3cc(C)c(C)cc3nc12
    34%	142	?	?	6%	-30%
CCOc1cc(/C=C2\NC(=S)N(C)C2=O)ccc1OCc1ccc(C(=O)O)cc1
    -41%	-6	?	8%	4%	-18%
COc1ccc(OCc2ccc(-c3nc(C#N)c(N4CCN(C)CC4)o3)o2)cc1
    ·	-18	·	·	24%	0%
CCOC(=O)C1CCCN(S(=O)(=O)c2ccc3c(c2)N(C)C(=O)CC(=O)N3C)C1 (centres undefined)
    -14%	27&-7	·	1%	2%&21%	-3%&6%

# Reprinted from the part before: two entries; new compounds follow.
# Each structure is followed by: AmpC no deterg	HCMV inh	FBPA Giardia inh	HCV inhibitor	AmpC detergent	Sm TGR block
COc1ccc(OCc2ccc(-c3nc(C#N)c(N4CCN(C)CC4)o3)o2)cc1
    ·	-18	·	·	24%	0%
CCOC(=O)C1CCCN(S(=O)(=O)c2ccc3c(c2)N(C)C(=O)CC(=O)N3C)C1 (centres undefined)
    -14%	27&-7	·	1%	2%&21%	-3%&6%
COc1ccc(OC)c(NC(=O)C2CC(C)=C(C)CC2C(=O)O)c1 (centres undefined)
    -22%	17	-1%	-14%	-19%	12%[11.4 µM]
O=C(NCc1ccccn1)c1ccc(NS(=O)(=O)c2ccccc2)cc1
    -4%	75	7%	?	1%	-30%
CCCc1nnc(NC(=O)CCC(=O)Nc2ccc(Cl)cc2)s1
    -1%	-2	13%	2%	-9%	-6%
Cc1ccc(-c2nc(CS(=O)(=O)CC(=O)NCc3ccccc3Cl)c(C)o2)cc1
    ·	-14	·	·	-1%	-13%
COc1cccc(-n2c(Cn3nc(C(F)(F)F)cc3C)n[nH]c2=S)c1
    -30%	?	-13%	-8%	-3%	15%
CS(=O)(=O)c1sc2nc(-c3cccs3)cc(-c3ccccc3)c2c1N
    -59%	-8	2%	8.9µM*	?	9%

# Source: PubChem
